# Siah-1 displacement: blockers of Siah-1 interaction with plectin peptide – biochemical, fluorescence polarization, rhodamine-plectin, uHTS, primary screen (AID 1817) | Siah-1 / rhodamine-plectin peptide fluorescence polarization; higher % means a stronger effect | displacement, % at 20 µM; hits with a dose series show IC50 in µM | actives 0.02% (n = 290,000);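 active = displacement of at least 50% at 20 µM, with a fluorescence ratio check between 0.3 and a set limit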;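 note: plate controls were Siah plus tracer with DMSO for no effect and tracer alone without Siah for full effect; strong numbers were not always called active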
# GPR55 LPI antagonism: GPR55 antagonists blocking LPI-driven arrestin recruitment, primary screen, imaging, U2OS, beta-arrestin-GFP, LPI agonist (AID 2013). actives 0.13% (n = 290,000). one-dose inhibition, % at 10 µM; IC50 in µM for titrated hits. U2OS GPR55 beta-arrestin-GFP translocation imaging, LPI antagonism; higher % means a stronger effect;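 active = spots per cell inhibited over 60%, with over 100 cells counted and total cytoplasm intensity under 500,000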;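 note: U2OS cells stably carrying GPR55 and arrestin-GFP stimulated by 5 µM LPI near EC80; imaged beta-arrestin-GFP aggregate spots per cell after agonist stimulation; plate controls were LPI-stimulated DMSO wells for no effect and DMSO wells without LPI for full effect; some results filed as inactive read as strong as hits; confirmed hits need IC50 under 10 µM and bright autofluorescent wells are also inconclusive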
# KOR beta-arrestin-1: KOR antagonists, beta-arrestin recruitment, cell-based, luminescence, uHTS (AID 1778) | KOR beta-arrestin recruitment, luminescence, antagonist mode; higher % means a stronger effect | inhibition, % at 10 µM; hits with a dose series show IC50 in µM | actives 0.091% (n = 290,000); in the data active = inhibition above about 50%; note: strong numbers were not always called active
# GPR55 beta-arrestin: GPR55 agonists via beta-arrestin recruitment, primary screen, imaging, U2OS cells, beta-arrestin-GFP redistribution (AID 1961) | U2OS GPR55 beta-arrestin-GFP redistribution imaging; higher % means a stronger effect | activation, % at 10 µM; hits with a dose series show EC50 in µM | actives 0.048% (n = 290,000);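 active = activation above 40% with more than 50 cells counted in the well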;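 note: U2OS osteosarcoma cells stably expressing GPR55 and beta-arrestin-GFP; plate controls were DMSO negative control for no effect and LPI positive control for full effect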
# HIV peptide binding: inhibitors of HIV fusion peptide binding, primary screen, biochemical, uHTS, fluorescence dequenching (AID 1986); cell-free peptide binding, fluorescence dequenching, 30 min; higher % means a stronger effect; inhibition, % at 20 µM, or IC50 in µM where a hit was titrated; actives 0.3% (n = 290,000); in the data active = inhibition mostly above about 52%, no sharp cut-off; inactive = mostly below about 76%; note: some results filed as inactive read as strong as hits
# GPR35 antagonists: inhibition of zaprinast-stimulated GPR35 beta-arrestin translocation – imaging, U2OS, beta-arrestin-GFP, zaprinast agonist, primary screen (AID 2058). inhibition, % at 10 µM, or IC50 in µM where a hit was titrated. actives 0.052% (n = 290,000). U2OS GPR35 beta-arrestin-GFP translocation imaging, zaprinast antagonism; higher % means a stronger effect;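 active = inhibition of at least 50% with at least 30 cells and total cytoplasm GFP at most 10,000,000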
# KOR beta-arrestin-2: KOR agonists, beta-arrestin recruitment, primary screen, cell-based, luminescence, uHTS (AID 1777) | KOR beta-arrestin recruitment, luminescence; higher % means a stronger effect | activation, % at 10 µM, or EC50 in µM where a hit was titrated | actives 0.02% (n = 280,000); in the data active = activation above about 50%, passing the limit was not always enough; note: a part of the inactive calls stands beside numbers as strong as those of hits
# AID2073: inhibitors of Mint1-CaV2.2 protein interaction, biochemical, HTRF (AID 2073) | HTRF protein-protein interaction, Mint1-CaV2.2; higher % means a stronger effect | actives 0.19% (n = 290,000) | inhibition, % at 20 µM; hits with a dose series show IC50 in µM; in the data active = inhibition mostly above about 51%, no sharp cut-off; note: some results filed as inactive read as strong as hits
# NOD1 NF-kB reporter: inhibition of NOD1-driven NF-kB reporter – cell-based, luminescence, uHTS, primary screen (AID 1578); NOD1-driven NF-kB luciferase reporter cells, luminescence; higher % means a stronger effect; inhibition, % at 4 µM; hits with a dose series show EC50 in µM; actives 1% (n = 290,000); in the data active = inhibition mostly above about 36%, no sharp cut-off; inactive = mostly below about 34%;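 note: HEK-293T reporter cells stimulated with the NOD1 agonist gamma-tri-DAP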
# * marks the source's active call; other numbers are inactive results; · = not tested or not shown; [ ] = another dose, or the depositor's remark. Some of the compounds tested. The share of hits here may be higher or lower than overall.
1: Cc1noc(C)c1C(=O)Nc1ccc(N(C)C)cc1
2: Cc1ccc(S(=O)(=O)Nc2cc(C)c(O)cc2C)cc1
3: CC(O)C(NC=C1C(=O)OC(C)(C)OC1=O)C(=O)O (configuration not stated)
4: C=CCOc1cccc(/C=N/NC(=O)CC(=O)NC2CCCCC2)c1
5: COc1ccc(COC(=O)C2=C(C)NC(=O)NC2c2ccccc2OC(C)C)cc1 (configuration not stated)
6: CC1CCC(NC(=O)Cn2ncc3ccccc32)CC1 (configuration not stated)
7: COc1cc(C)c(CN2CCC(Cc3ccccc3)CC2)cc1C
8: COc1ccccc1N(CC(=O)NCCSc1ccccc1)S(C)(=O)=O
9: CCc1ccc(NC(=O)Cn2cccc2)cc1
10: COC(=O)c1c(NC(NC(=O)C(C)C)C(Cl)(Cl)Cl)sc2c1CCCC2 (configuration not stated)
Screen / compound no.	1	2	3	4	5	6	7	8	9	10
GPR55 beta-arrestin	-0.2%	-0.1%	-1.2%	0.0%	-0.3%	-0.3%	-0.3%	0.2%	0.0%	0.4%
NOD1 NF-kB reporter	-26%	·	16%	-27%	-9%	-27%	-18%	-19%	-15%	11%
AID2073	-6%	0%	12%	-4%	4%	1%	6%	0%	-4%	-33%
Siah-1 displacement	-6%	-2%	-2%	1%	4%	4%	3%	3%	6%	8%
KOR beta-arrestin-2	1.2%	7.5%	1.3%	-0.1%	-3.9%	-5.3%	-6.5%	-1.4%	-1.3%	-1.6%
GPR35 antagonists	-4%	-7%	-4%	2%	-14%	-10%	8%	-7%	2%	0%
GPR55 LPI antagonism	11%	0%	-5%	6%	-4%	8%	24%	5%	4%	76%*
HIV peptide binding	-1.5%	0.1%	-2.2%	0.1%	0.9%	0.2%	1.9%	-0.9%	0.1%	6.6%
KOR beta-arrestin-1	37%	-2%	18%	20%	-34%[20 µM]	11%	-28%[20 µM]	15%	-21%	14%

11: CCCCCC(=O)NCC(C)NC(=O)CCCCC (configuration not stated)
12: Cc1cc(-c2ccc(C)c(S(=O)(=O)NCCCN3CCN(c4ccccc4)CC3)c2)on1
13: FC(F)(F)c1cc(C(F)(F)F)c2ccc(N3CCN(c4ccccc4)CC3)nc2n1
14: COc1cccc(C(=O)N2CCN(C(=O)C3COc4ccccc4O3)CC2)c1 (configuration not stated)
15: CCC(C)(C)C1CCc2c(sc(NC(=O)c3ccccc3C(=O)O)c2C#N)C1 (configuration not stated)
16: COCCNC(=O)CN(C(=O)Cn1nnc2ccccc21)c1cccc(C)c1C
17: CNC(=O)Nc1ccccc1C(=O)NCc1ccccc1
18: CCN(CC)S(=O)(=O)c1ccc(N2CCCC2)c(C(=O)Nc2ccc(OC)c(Cl)c2)c1
19: Cc1ccc(NC(=O)c2ncn[nH]2)cc1
20: COC(=O)c1cn(CC(=O)NCc2cccs2)c2ccccc12
Screen / compound no.	11	12	13	14	15	16	17	18	19	20
GPR55 beta-arrestin	0.1%	-0.1%	0.3%	-0.1%	0.2%	-0.1%	-0.4%	0.1%	-0.1%	0.0%
NOD1 NF-kB reporter	-3%	17%	-8%	-10%	25%	-41%	-16%	-28%	6%	-47%
AID2073	8%	1%	14%	5%	29%	4%	-5%	7%	-3%	-1%
Siah-1 displacement	-6%	10%	4%	0%	5%	3%	-5%	4%	-1%	-2%
KOR beta-arrestin-2	-1.0%	3.2%	-0.3%	5.9%	7.6%	-5.3%	-2.9%	9.5%	·	2.6%
GPR35 antagonists	-9%	10%	16%	7%	19%	6%	27%	-5%	6%	-1%
GPR55 LPI antagonism	-4%	10%	-2%	4%	-6%	16%	10%	2%	-3%	-3%
HIV peptide binding	1.1%	-0.9%	3.1%	-1.4%	13µM*	0.0%	30%	-0.3%	-1.1%	1.6%
KOR beta-arrestin-1	5%	6%	-17%	-15%	-37%	-18%[20 µM]	18%	11%	30%[20 µM]	13%

21: CCOc1ccc(-c2cc(C(=O)N/N=C(\C)c3cccnc3)c3ccccc3n2)c(OCC)c1
22: Cc1cccc(SCC(=O)Nc2ccccc2[N+](=O)[O-])c1
23: CN(NC(=O)c1ccc(Cl)cc1)c1nc(-c2ccccc2)nnc1C(F)(F)F
24: COc1cccc(-c2nn(-c3ccccc3)cc2/C=C(\C#N)C(=O)NCCCn2ccnc2)c1
25: O=C(N1CCOCC1)N(Cc1ccco1)CC1CCCO1 (configuration not stated)
26: C/C=C\C(=O)Nc1cccc(C2=NOC3(C2)C[C@H](C(N)=O)N(C(=O)Cc2ccc([N+](=O)[O-])cc2)C3)c1 (some centres not stated)
27: Cc1ccc(C(=O)Nc2cc(Cl)ccc2OC(=O)c2ccc(C)cc2)cc1
28: COc1ccc(Cc2nc(-c3ccncc3)no2)cc1
29: CCOC(=O)C1CCN(C(=O)CCc2c(C)nc3c(-c4ccc(F)cc4)c(C)nn3c2C)CC1
30: CCOC(=O)N1CCN(C(=O)c2ccc(OC)cc2)CC1
Screen / compound no.	21	22	23	24	25	26	27	28	29	30
GPR55 beta-arrestin	0.2%	0.1%	-0.1%	0.4%	0.0%	-0.2%	-0.1%	-0.1%	-0.1%	0.5%
NOD1 NF-kB reporter	-45%	-33%	19%	-24%	-11%	-14%	-25%	-31%	1%	-7%
AID2073	14%	12%	-6%	13%	0%	9%	-8%	-14%	3%	6%
Siah-1 displacement	3%	2%	5%	-1%	6%	0%	2%	-7%	4%	7%
KOR beta-arrestin-2	0.5%	-1.3%	0.6%	-0.4%	1.6%	2.1%	2.6%	-1.2%	-8.1%	·
GPR35 antagonists	-4%	6%	20%	1%	2%	0%	-5%	-9%	11%	4%
GPR55 LPI antagonism	-5%	-3%	13%	32%	19%	10%	-6%	7%	11%	9%
HIV peptide binding	-0.7%	-2.0%	-2.6%	18%	2.0%	-0.4%	2.2%	-0.5%	-0.6%	-1.3%
KOR beta-arrestin-1	2%	-18%	12%	-22%	-32%	6%	-21%	7%	15%	-18%[20 µM]

31: CNNC(=S)Nc1cccc(C(F)(F)F)c1
32: COc1ccc(-c2nsc3c(N4CCN(S(=O)(=O)c5ccccc5)CC4)ncnc23)cc1
33: CC(=O)Nc1sc(N/N=C\c2ccccc2)nc1-c1cccs1
34: CC(OC(=O)Cc1ccc(Cl)cc1)C(=O)NCCC1=CCCCC1 (configuration not stated)
35: CN(CC(=O)Nc1nc2ccccc2s1)S(=O)(=O)c1ccccc1
36: CC(=O)c1ccc(OCc2cc(C(=O)N3CCN(C4CCCC4)C(=O)C3)no2)cc1
37: O=C(Cn1cnc2ccccc2c1=O)N1CCN(c2ccccc2)CC1
38: Cn1cccc1/C=C(/C#N)c1ccc(F)cc1
39: O=S(=O)(/C=C/c1ccccc1)n1cnc2ccccc21
40: CCOC(=O)N1CCN(C(=O)CC(C)S(=O)(=O)c2cc3c(cc2C)NC(=O)CO3)CC1 (configuration not stated)
Screen / compound no.	31	32	33	34	35	36	37	38	39	40
GPR55 beta-arrestin	-0.4%	0.1%	-0.2%	-0.1%	0.3%	-0.1%	-0.2%	-0.3%	-0.2%	-0.4%
NOD1 NF-kB reporter	-8%	-10%	-22%	-3%	-45%	-38%	-19%	-7%	33%	17%
AID2073	-3%	16%	-16%	-21%	14%	0%	2%	-7%	-7%	21%
Siah-1 displacement	2%	5%	-9%	0%	4%	2%	3%	-7%	8%	16%
KOR beta-arrestin-2	-7.6%	26%	-1.7%	2.9%	0.3%	11%	-6.0%	-6.0%	-3.7%	1.0%
GPR35 antagonists	-2%	4%	-10%	7%	6%	4%	11%	-9%	6%	4%
GPR55 LPI antagonism	11%	-19%	7%	5%	5%	8%	1%	8%	19%	1%
HIV peptide binding	-1.6%	1.2%	9.7%	1.1%	2.1%	1.8%	-0.9%	-1.4%	0.4%	2.8%
KOR beta-arrestin-1	28%	-2%	18%	-2%	-5%	-10%	-24%	14%	16%	-10%

41: Cc1ccnc(NC(=O)Nc2ccc3c(c2)N(C)C(=O)CS3)c1
42: CC(=O)Nc1cc(NC(C)=O)cc(C(=O)OCC(=O)N2CC(C)OC(C)C2)c1 (configuration not stated)
43: CCCn1nc2cc(C(=O)N(CC)c3ccc(OC)cc3)ccc2c1OCC
44: CCOc1ccc(NC(=O)c2ccc3[nH]c(=O)c(=O)[nH]c3c2)cc1
45: COc1cc(C2C(C#N)=C(N)N(c3sc4c(c3C#N)CCCC4)C3=C2C(=O)CC(C)(C)C3)cc(OC)c1OC (configuration not stated)
46: CC1CN(C(=O)CCNC(=O)c2ccccc2Cl)CC(C)O1 (configuration not stated)
47: CN(C(=O)c1ccc(N2CCCCC2)c([N+](=O)[O-])c1)C1(C)CCS(=O)(=O)C1 (configuration not stated)
48: CN(CC(=O)OCC(=O)Nc1ccccc1)S(=O)(=O)c1ccc(Cl)cc1
49: CCC(NC(=S)NCc1ccc(F)cc1)c1ccc(C(C)C)cc1 (configuration not stated)
50: NC(=O)COC(=O)c1cc([N+](=O)[O-])ccc1NCCO
51: CCC1(c2ccc(F)cc2)NC(=O)N(CC(=O)NCc2ccccc2Cl)C1=O (configuration not stated)
Screen / compound no.	41	42	43	44	45	46	47	48	49	50	51
GPR55 beta-arrestin	0.1%	-0.1%	0.0%	0.3%	0.3%	-0.1%	0.3%	0.0%	-0.1%	-0.1%	-0.1%
NOD1 NF-kB reporter	·	-26%	14%	8%	7%	-11%	-18%	-15%	-10%	-15%	-9%
AID2073	2%	-6%	11%	4%	0%	5%	10%	3%	5%	-20%	7%
Siah-1 displacement	2%	-5%	4%	-2%	0%	-6%	0%	1%	-2%	10%	0%
KOR beta-arrestin-2	5.0%	-1.2%	1.3%	2.4%	3.4%	3.9%	0.4%	7.4%	5.9%	5.7%	-4.5%
GPR35 antagonists	-4%	14%	13%	13%	-3%	2%	2%	5%	18%	-6%	-2%
GPR55 LPI antagonism	-8%	6%	7%	18%	-12%	1%	-2%	-5%	-4%	-1%	4%
HIV peptide binding	3.5%	-2.0%	1.0%	-0.9%	0.3%	0.2%	-0.2%	-1.1%	-1.7%	0.0%	-1.8%
KOR beta-arrestin-1	-19%	29%	27%	15%	-39%	1%	3%	-17%	-7%	20%	-7%

# Ordered by length of the SMILES (low to high): three of the compounds above
50: NC(=O)COC(=O)c1cc([N+](=O)[O-])ccc1NCCO
51: CCC1(c2ccc(F)cc2)NC(=O)N(CC(=O)NCc2ccccc2Cl)C1=O (configuration not stated)
45: COc1cc(C2C(C#N)=C(N)N(c3sc4c(c3C#N)CCCC4)C3=C2C(=O)CC(C)(C)C3)cc(OC)c1OC (configuration not stated)
Screen / compound no.	50	51	45
GPR55 beta-arrestin	-0.1%	-0.1%	0.3%
NOD1 NF-kB reporter	-15%	-9%	7%
AID2073	-20%	7%	0%
Siah-1 displacement	10%	0%	0%
KOR beta-arrestin-2	5.7%	-4.5%	3.4%
GPR35 antagonists	-6%	-2%	-3%
GPR55 LPI antagonism	-1%	4%	-12%
HIV peptide binding	0.0%	-1.8%	0.3%
KOR beta-arrestin-1	20%	-7%	-39%
